CR mimetic SO: reduction of superoxide in aged yeast, primary screen, HTS; S. cerevisiae aged cells, superoxide DHE fluorescence; hits give low values; superoxide response (% of plate mean), % at 10 µM; 330,000 compounds, 0.18% hits; AID 2690, 2010;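 active means superoxide response under a set limit, about three screen SD below normal, cut at about 65% in these data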;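 further: yeast aged for seven days with compound at 30 °C before DHE staining; 100% = average MFI of all compound-treated wells on the plate with controls excluded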
JMJD2C inh: inhibitors of GASC-1 histone demethylase, primary screen, biochemical, fluorescence, DELFIA europium. inhibition, % at 2.35 µM. Lysine-specific demethylase 4C (Homo sapiens), Q9H3R0. GST-JMJD2C(1-420) H3K9me3 demethylation. 330,000 compounds, 0.069% hits;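 active means more than half of a compound's replicate wells show inhibition beyond 50%, single wells judged on their own value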;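 further: signal counts dimethyl H3K9 product captured on neutravidin plate; 0% = median of DMSO wells and 100% = 0.3 times that DMSO median; strong numbers were not always called active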
Target sequence (Q9H3R0 1-420 limits assumed): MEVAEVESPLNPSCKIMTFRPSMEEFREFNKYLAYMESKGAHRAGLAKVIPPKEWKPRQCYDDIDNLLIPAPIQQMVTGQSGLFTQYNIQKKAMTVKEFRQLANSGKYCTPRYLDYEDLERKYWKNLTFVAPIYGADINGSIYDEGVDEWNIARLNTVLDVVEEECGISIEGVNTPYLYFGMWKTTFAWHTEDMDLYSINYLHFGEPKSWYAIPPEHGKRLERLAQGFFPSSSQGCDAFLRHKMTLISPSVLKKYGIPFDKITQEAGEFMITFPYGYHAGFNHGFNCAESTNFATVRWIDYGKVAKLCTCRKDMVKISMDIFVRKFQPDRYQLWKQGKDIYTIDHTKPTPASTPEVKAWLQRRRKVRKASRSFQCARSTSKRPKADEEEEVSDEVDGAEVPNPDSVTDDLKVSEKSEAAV
* marks the source's active call; other numbers are inactive results. Some of the compounds tested, so the mix of outcomes need not match the whole.

Start of the data: the first 6 entries, ahead of the listing:
SMILES	CR mimetic SO	JMJD2C inh
COc1ccc(C(=O)O)cc1S(=O)(=O)NCc1ccncc1	106	-2
O=S(=O)(NC1=NCCCCC1)c1cc(F)ccc1F	108	-106
CCC(CC)c1nnc(NC(=O)c2cccc(S(=O)(=O)N3CCOCC3)c2)s1	97	-7
Cn1c(/C=C/c2ccccc2[N+](=O)[O-])nc2ccccc2c1=O	97	-6
COc1cc(C(=S)N2CCOCC2)ccc1OC(=O)c1ccc(Br)cc1	104	12
COc1ccccc1CC(=O)N1CCN(S(=O)(=O)c2ccccc2F)CC1	90	15

Main list, from the start:
SMILES	CR mimetic SO	JMJD2C inh
COc1ccc(C(=O)O)cc1S(=O)(=O)NCc1ccncc1	106	-2
O=S(=O)(NC1=NCCCCC1)c1cc(F)ccc1F	108	-106
CCC(CC)c1nnc(NC(=O)c2cccc(S(=O)(=O)N3CCOCC3)c2)s1	97	-7
Cn1c(/C=C/c2ccccc2[N+](=O)[O-])nc2ccccc2c1=O	97	-6
COc1cc(C(=S)N2CCOCC2)ccc1OC(=O)c1ccc(Br)cc1	104	12
COc1ccccc1CC(=O)N1CCN(S(=O)(=O)c2ccccc2F)CC1	90	15
CC(C)(C)OC(=O)C[C@H]1C/C=C\C[C@H](CC(=O)N(CCO)Cc2ccccc2)C(=O)N2CCC[C@H]2COC1=O	111	17
CC1CCCCN1CCCNc1c(C=O)c(=O)[nH]c2ccccc12 (stereo not given)	105	-4
CC1CN(S(=O)(=O)c2cccc(C(=O)N3CCC(C(N)=O)CC3)c2)CC(C)O1 (stereo not given)	91	-3
c1nc(CCO[C@H]2CCCCO2)cc2cc3c(cc12)OCO3	116	-4
Cc1ccc(NS(=O)(=O)c2ccc(Cl)c(N=Nc3c(O)[nH]c(=O)[nH]c3=O)c2)cc1Cl	88	4
CC(C)C(NC(=O)C1CC(=O)N(Cc2ccccc2)C1)c1nc2ccccc2[nH]1 (stereo not given)	87	-2
O=C(NNC(=O)c1ccccc1F)c1ccc(S(=O)(=O)N2CCCCC2)cc1	89	5
O=C(Nc1cc(S(=O)(=O)N2CCOCC2)ccc1Cl)c1ccncc1	115	13
COc1ccc(CCN2CC(C(=O)NCCc3cccnc3)CCC2=O)cc1 (stereo not given)	100	-4
COc1cccc2sc3cc(C#CC4(O)CCCCC4)ccc3c(=O)c12	107	24
CCCCNc1c(-c2ccc(OC)c(SC(C)CC)c2)nc2ccc(Cl)cn12 (stereo not given)	87	-4
CCCOc1cc(C)c(S(=O)(=O)NCc2cccs2)cc1C	95	1
CC1(NS(=O)(=O)c2ccc(Cl)s2)CCS(=O)(=O)C1 (stereo not given)	123	2
CCCCN(C(=O)C1COc2ccccc2O1)c1c(N)n(CCC)c(=O)[nH]c1=O (stereo not given)	88	-1
CC1CN(c2nc3ccccc3nc2NS(=O)(=O)c2ccccc2)CC(C)O1 (stereo not given)	107	5
C=CCSc1nc2sc3c(c2c(=O)n1-c1ccc(C)cc1)CCN(C)C3	100	3
C[C@H](CO)N1C[C@H](C)[C@@H](CN(C)C(=O)NC2CCCCC2)Oc2c(NS(=O)(=O)c3ccccc3)cccc2C1=O	105	8
O=C(COC(=O)Cc1ccc(Br)cc1)NCC1CCCO1 (stereo not given)	99	-4
CC(OC(=O)c1ccc(O)cc1)C(=O)Nc1ccc(Oc2ccccc2)cc1 (stereo not given)	107	-1

The list continues.
SMILES	CR mimetic SO	JMJD2C inh
Cc1csc(=O)n1CC(=O)Nc1ccc(Cl)c(Cl)c1	84	5
C/C(=N\NC(=O)C1CC1)c1ccc(C(C)(C)C)cc1	96	-2
CN(c1ccccc1)S(=O)(=O)c1ccc(Cl)c(C(=O)NCc2ccco2)c1	111	2
Cc1ccc(S(=O)(=O)N2CCOCC2)cc1NC(=O)COC(=O)/C=C/c1ccc(F)cc1	103	8
COc1ccccc1-c1sc2cc3c(cc2c1C#Cc1cncn1C)OCO3	114	-28
Cc1cccc(NC(=O)CC2C(=O)NCCN2C(=O)Nc2ccc(Cl)cc2)c1 (stereo not given)	115	-7
COc1ccccc1NC(=O)COC(=O)/C=C/c1cccs1	123	31
O=C(COC(=O)COc1cccc(F)c1)NCC1CCCCC1	108	-2
CN(CC1COc2ccccc2O1)C(=O)CSc1nncs1 (stereo not given)	80	-4
O=C(CN1C(=O)NC2(CCCC2)C1=O)NCCc1ccc(F)cc1	88	-2
Cc1nn(C)c(C)c1NC(=O)COc1ccccc1C#N	110	0
c1ccc(-c2cnnn2-c2ccccc2)cc1	101	-9
CCc1cc(Cn2nc(-c3ccccc3)cc2C(=O)NCc2cccc(Br)c2)on1	108	1
O=C(CN1C(=O)C(=O)N(CCC2=CCCCC2)C1=O)c1c[nH]c2ccccc12	108	8
N#Cc1cccc(NC(=O)COC(=O)c2ccc[n+]([O-])c2)c1	94	17
Cc1ccc2c(c1)C(=O)C(=O)N2c1ccc(Cl)cc1	88	13
COc1ccc(NC(=O)CN2CCN(C(C)=O)CC2)cc1S(=O)(=O)N1CCOCC1	113	5
Cc1nc2ccc(NC(=O)[C@H](C)N3C(=O)C4CC=CCC4C3=O)cc2s1 (stereo not given in full)	88	1
C[C@@H]1CN([C@@H](C)CO)C(=O)c2cccc(NC(=O)C3CCCCC3)c2O[C@@H]1CN(C)Cc1ccc(Cl)c(Cl)c1	96	-7
C[C@@H]1CN([C@H](C)CO)C(=O)c2cccc(NC(=O)Nc3ccc(F)cc3)c2O[C@H]1CN(C)C(=O)Nc1ccc(C(F)(F)F)cc1	99	-2
O=C(Cc1ccccc1[N+](=O)[O-])OCC(=O)c1ccccc1Br	112	9
COC(=O)C1=CN(c2cccc(Cl)c2)C=C(C(=O)OC)C1c1cccc(OC)c1	104	6
CC(C)n1nc(C(=O)Nc2ccc(-n3cnnn3)cc2)c2ccccc2c1=O	106	2
Cc1cc(C(=O)NN=C(CCC(=O)O)c2cccs2)c(C)o1	94	5
Cc1cc(NC(=O)CSc2ncc(C(F)(F)F)cc2Cl)no1	108	5

7 entries from above, with bars between the fields:
SMILES | CR mimetic SO | JMJD2C inh
c1ccc(-c2cnnn2-c2ccccc2)cc1 | 101 | -9
CCc1cc(Cn2nc(-c3ccccc3)cc2C(=O)NCc2cccc(Br)c2)on1 | 108 | 1
O=C(CN1C(=O)C(=O)N(CCC2=CCCCC2)C1=O)c1c[nH]c2ccccc12 | 108 | 8
N#Cc1cccc(NC(=O)COC(=O)c2ccc[n+]([O-])c2)c1 | 94 | 17
Cc1ccc2c(c1)C(=O)C(=O)N2c1ccc(Cl)cc1 | 88 | 13
COc1ccc(NC(=O)CN2CCN(C(C)=O)CC2)cc1S(=O)(=O)N1CCOCC1 | 113 | 5
Cc1nc2ccc(NC(=O)[C@H](C)N3C(=O)C4CC=CCC4C3=O)cc2s1 (stereo not given in full) | 88 | 1

Carrying on:
SMILES	CR mimetic SO	JMJD2C inh
CC1(C)C[C@H]2C3=CCC4[C@@]5(C)CC[C@H](O)[C@@](C)(CO)C5CC[C@@]4(C)[C@]3(C)C[C@@H](O)[C@@]2(CO)[C@@H](O)[C@@H]1O (stereo not given in full)	87	-10
O=C1N[C@@H](Cc2c[nH]c3ccccc23)COC(=O)[C@H](Cc2ccc(F)cc2)C/C=C\C[C@@H]1CC(=O)N(CCO)Cc1ccccc1	101	-4
COc1ccc(S(=O)(=O)Nc2ccc3c(c2)C(=O)N([C@H](C)CO)C[C@H](C)[C@@H](CN(C)C(=O)NC2CCCCC2)O3)cc1	111	-5
COc1cc(OC)c(C(=O)/C=C/c2ccc(OCc3ccccc3)c(OC)c2)c(OC)c1	94	-1
COc1ccc(CN2CC(=O)N3[C@H]4c5cc(C)ccc5OC[C@@H]4[C@H](c4ccccc4)[C@]3(C)C2=O)cc1	89	-6
Cc1ccc(SCC(=O)NNC(=O)CNC(=O)c2ccc(Br)cc2)cc1	78	6
COc1ccc(-c2c(-c3cc(OC)cc(OC)c3)n(C)c3ccc(-c4ccc5c(c4)OCCO5)cc23)cc1	97	-7
COc1ccc(S(=O)(=O)N2CCc3ccccc32)cc1C(=O)NCCc1ccc(S(N)(=O)=O)cc1	92	-12
COC(=O)C1CCN(C(=O)CN2C(=O)NC3(CCC(C)CC3)C2=O)CC1 (stereo not given)	100	9
COc1cc(/C=N\NC(=O)CC#N)ccc1OC/C=C/c1ccccc1	113	4
COc1cc2c(cc1OC)C(c1ccc(Br)cc1)NC(=O)C2 (stereo not given)	108	3
Cc1cccc(NC(=O)c2ccc(S(=O)(=O)N(C)c3ccccc3)cc2)n1	105	-2
O=C(NC(=S)Nc1ccc(Br)c(Cl)c1)C1CC1	119	-1
CCN1/C(=C/c2ccc3ccccc3[n+]2CCCS(=O)(=O)[O-])C=Cc2cc(C)ccc21	92	2
O=C(Nc1cc(S(=O)(=O)Nc2ccc(Cl)cc2)ccc1O)c1ccc(F)cc1F	94	-2
CNc1ccc(C(=O)OCC(=O)NC(=O)NC2CCCC2)cc1[N+](=O)[O-]	101	-3
CCN(CC(=O)Nc1ccc(S(=O)(=O)N2CCCC2)cc1)CC(=O)Nc1ccccc1C(F)(F)F	99	1
O=C(NCCCN1CCOCC1)c1cn(-c2ccccc2)nc1-c1ccc(Br)cc1	101	0
COc1ccc(S(=O)(=O)N2CCc3ccccc32)cc1C(=O)N1CCC(C)CC1	100	1
O=C1CCC/C=C\C[C@H](CC(=O)N(CCO)Cc2ccccc2)C(=O)N2CCC[C@@H]2CO1	103	-3
O=c1c2ccccc2oc2cc(OCc3cccc(F)c3)cc(O)c12	94	-4
O=C1CCC/C=C\C[C@@H](CC(=O)N(CCO)Cc2ccccc2)C(=O)N[C@H](c2ccccc2)CO1	114	0
CCOc1ccccc1NC(=O)c1ccc(OCC(=O)N2CCOCC2)c(OC)c1	128	-10
COc1ccccc1N1CCN(C(=O)c2cc(S(=O)(=O)N3CCCCC3)ccc2C)CC1	104	2
Cc1ccc([C@@H]2CC=C(C(=O)O)[C@H](c3cccc(F)c3)N2S(=O)(=O)c2ccccc2C)cc1	97	9

Some of the entries so far, with two lines to a compound.
Results follow in this order: CR mimetic SO, JMJD2C inh
> O=C(NC(=S)Nc1ccc(Br)c(Cl)c1)C1CC1
  119, -1
> CCN1/C(=C/c2ccc3ccccc3[n+]2CCCS(=O)(=O)[O-])C=Cc2cc(C)ccc21
  92, 2
> O=C(Nc1cc(S(=O)(=O)Nc2ccc(Cl)cc2)ccc1O)c1ccc(F)cc1F
  94, -2

Additional entries follow.
SMILES	CR mimetic SO	JMJD2C inh
COc1ccc(OC)c(NC(=O)COC(=O)CCNc2ccccc2OC)c1	117	2
COC(=O)[C@]1(C)N[C@H](CN(C)C(=O)c2ccccc2)[C@@H]2C(=O)N(C)C(=O)[C@@H]21	103	4
COc1ccc2cc(C3(C)NC(=O)N(CC(=O)N4CCCCC4)C3=O)ccc2c1 (stereo not given)	96	-7
CC(=O)NCc1ccc(-c2csc(NC(=O)CCc3nc4ccccc4c(=O)[nH]3)n2)s1	111	0
CN1CC(=O)N2[C@H]3c4ccccc4OC[C@@H]3[C@H](c3ccccc3)[C@]2(C)C1=O	97	4
COc1ccccc1OCCn1cc(C=O)c2ccccc21	96	26
CNC[C@@H]1Oc2ccc(NC(=O)Nc3cccc4ccccc34)cc2C(=O)N([C@@H](C)CO)C[C@@H]1C	137	37
COc1ccc(-n2c(SCC(=O)N3CCOCC3)nc(O)cc2=O)cc1	93	-3
CCC(CO)Oc1cc(NCc2ccc(C(=O)O)cc2)c2ncn(C(C)C)c2c1 (stereo not given)	93	0
O=C(NC(=S)NCc1ccccc1Cl)c1cccs1	101	7
Cn1c(N)c(C(=O)COC(=O)COc2ccc(Cl)cc2Cl)c(=O)n(C)c1=O	100	-2
Cc1ccccc1C(=O)Nc1ccnn1C1CCN(CC2CC=CCC2)CC1 (stereo not given)	109	-1
CN(CC(=O)NCCCN1CCOCC1)S(=O)(=O)c1ccc(Cl)cc1	96	0
Cc1cc(C)c(NC(=O)COC(=O)c2ccncc2)c(C)c1	100	0
COc1ccc(S(=O)(=O)Nc2ccc3c(c2)C(=O)N([C@H](C)CO)C[C@H](C)[C@@H](CN(C)S(=O)(=O)c2ccccc2)O3)cc1	99	-30
COc1ccc([N+](=O)[O-])cc1NS(=O)(=O)c1cccc(C(=O)OC2CCOC2=O)c1 (stereo not given)	121	17
C[C@H](CO)N1C[C@H](C)[C@@H](CN(C)Cc2ccccc2)Oc2ccc(NC(=O)CCCCCC(=O)Nc3ccccc3N)cc2C1=O	100	-2
CCCCn1c(N)c(N(CCOC)C(=O)CSc2nnc(-c3ccco3)n2CC)c(=O)[nH]c1=O	94	-3
O=C(CSc1ncnc2sc3c(c12)CCCC3)NC1CCS(=O)(=O)C1 (stereo not given)	102	-4
COC(=O)C1CCN(C(=O)COC(=O)c2ccc(N3CCCC3=O)cc2)CC1	97	-4
Cc1ccc([C@H]2C(C(=O)O)=C[C@@H](C(C)(C)C)N2S(=O)(=O)c2ccc(C)cc2)cc1	110	26
CC(=O)c1c(C)[nH]c(C(=O)COC(=O)C2(C)CC2(Cl)Cl)c1C (stereo not given)	96	1
COc1ccccc1/C=C/C(=O)NC(=S)N1CCN(C)CC1	92	16
C[C@H](CO)N1C[C@H](C)[C@@H](CN(C)S(=O)(=O)c2cn(C)cn2)Oc2ccc(NC(=O)Nc3ccccc3)cc2C1=O	116	-19

Compound activity from PubChem BioAssay.
